Screens deposited in PubChem BioAssay by Broad Institute.
GASC-1 inh: inhibitors of human GASC-1 (JMJD2C) demethylase | actives 0.069% (n = 330,000) | GST-JMJD2C(1-420) H3K9me3 demethylation, DELFIA europium | Q9H3R0 | inhibition, % at 2.35 µM;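 active means more than half of a compound's replicate wells show inhibition beyond 50%, single wells judged on their own value; inconclusive means some, but no more than half, of replicates pass 50% inhibition; inactive means no replicate passes 50% inhibition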;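 further: signal counts dimethyl H3K9 product captured on neutravidin plate; 0% = median of DMSO wells and 100% = 0.3 times that DMSO median; strong numbers were not always called active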
Target sequence (Q9H3R0 1-420 limits assumed): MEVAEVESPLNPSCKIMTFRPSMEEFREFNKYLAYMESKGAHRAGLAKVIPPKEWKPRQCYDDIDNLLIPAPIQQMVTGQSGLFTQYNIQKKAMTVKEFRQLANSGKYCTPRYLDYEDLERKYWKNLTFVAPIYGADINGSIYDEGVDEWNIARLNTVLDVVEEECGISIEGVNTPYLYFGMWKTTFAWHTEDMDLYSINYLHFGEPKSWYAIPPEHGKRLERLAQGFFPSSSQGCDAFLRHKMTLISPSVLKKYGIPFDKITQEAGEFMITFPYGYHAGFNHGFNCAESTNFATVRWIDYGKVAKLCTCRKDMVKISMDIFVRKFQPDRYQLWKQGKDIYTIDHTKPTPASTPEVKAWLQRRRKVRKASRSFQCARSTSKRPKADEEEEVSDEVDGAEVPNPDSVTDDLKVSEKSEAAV
Active calls of the source: *; i = inactive; ? = inconclusive. An excerpt; rates above refer to the full screens.

mol,GASC-1 inh
CCCC(C(=O)NC1CCCC1)N(C(=O)c1snc(C(N)=O)c1N)c1ccc(F)cc1 (centres undefined),-6
CCCN1CCC(=O)N(CCSc2ccc(C)cc2)CC1,11
C=C(C)c1cccc(C(C)(C)NC(=O)N(C)C2CCN(C)CC2)c1,16
CC1CCN(c2nnc(N)s2)CC1,13
CCN(CC)C(=O)COC(=O)c1cc(-c2ccco2)nc2ccccc12,4
NC(=O)c1nsc(C(=O)N(Cc2ccccc2Cl)C(C(=O)NCC2CCCO2)c2ccc(O)cc2)c1N (centres undefined),0
CN1CCS/C1=C\C=C1/SC(=S)N(CC(=O)O)C1=O,-3
Cc1cc(NC(=O)COc2ccc(C(C)(C)C)cc2)no1,-4
CCn1cc(C(=O)OCC(=O)c2ccccc2)c(=O)c2ccc(C)nc21,-6
CC(C)NC(=O)c1ccccc1NS(=O)(=O)c1ccc(Br)s1,3
COc1ccc(OC)c(NC(=O)CS(=O)(=O)Cc2ccccc2)c1,3
COc1cc(S(=O)(=O)N2CCC(N3CCCCC3)CC2)ccc1-n1cnnn1,-1
COc1ccc(C(c2nnnn2C2CCCC2)N2CCC(C(N)=O)CC2)c(OC)c1 (centres undefined),11
CCOc1cccc(/C=N/N=C/c2cccc(OCC)c2O)c1O,-18
O=[N+]([O-])c1ccccc1N/N=C/c1ccc2c(c1)OCO2,i
O=C(c1nn2c(C(F)(F)F)cc(-c3ccccc3)nc2c1Cl)N1CCN2CCCC2C1 (centres undefined),-3
COCC1CCN(C(=O)C2CCC(=O)N(Cc3cccc(C(F)(F)F)c3)C2)CC1 (centres undefined),-7
Cc1ccc(C(=O)N/N=C\c2ccccc2[N+](=O)[O-])cn1,-5
CC(C)N(C(=O)N1CCN(c2ccnc3cc(Cl)ccc23)CC1)C(C)C,-19
Nc1nn(-c2cccc(F)n2)cc1-c1ccc(Cl)cc1,-28

A second format for part of the listing above:
COc1ccc(C(c2nnnn2C2CCCC2)N2CCC(C(N)=O)CC2)c(OC)c1 (centres undefined)
- GASC-1 inh: 11
CCOc1cccc(/C=N/N=C/c2cccc(OCC)c2O)c1O
- GASC-1 inh: -18

Later entries.
mol,GASC-1 inh
CCN1CCN(c2cc(SC(C)C)nc(-c3ccc(OC)cc3)n2)CC1,-17
O=C(CNC(=S)N(Cc1ccccc1)Cc1ccccc1F)NCc1ccc(Cl)cc1,25
OCCNc1ncnc2c1nnn2Cc1ccccc1,-6
Cc1ccc2nc(NCCCN3CCOCC3)c(C=NCCCN3CCOCC3)c(=O)n2c1,7
CN(C(=O)c1cccc(OC2CCN(S(=O)(=O)N(C)C)CC2)c1)C1CCOC1 (centres undefined),-4
O=C(CSC1=NC(=O)C(Cc2ccccc2)C(=O)N1)Nc1ncccn1 (centres undefined),22
Cc1oc(-c2ccccc2)cc1C(=O)Nc1cccc(/C=C/C(=O)O)c1,-28
COCC(=O)N1CCC(Oc2ccc(C(=O)N3CCN(C)C[C@@H]3C(C)C)cc2)CC1,-3
CCOCCCNC(=O)/C(C#N)=C/c1cc(Br)c(O)c(Br)c1,-7
CC1CC(C)(C)Nc2ccc(N=O)cc21 (centres undefined),19
Cc1nc(/N=C(\N)Nc2ccccc2)nc2ccccc12,-4
FC(F)(F)c1ccc2c(c1)C1C=CCC1C(c1ccncc1)N2 (centres undefined),-13
C=C1[C@@H](C)C2[C@H](Cc3ccccc3)NC(=O)[C@]23OC(=O)CC[C@H](O)CCC[C@H](C)C/C=C/[C@H]3[C@@H]1O (some centres undefined),-4
COc1ccc(CCN2CC(C(=O)N(C)Cc3c(C)n[nH]c3C)CCC2=O)cc1 (centres undefined),-2
CC(C)Cc1nc2oc3c(N4CCN(C)CC4)ncnc3c2c2c1CCCC2,-19
Cn1ccnc1SCC(=O)Nc1ccc([N+](=O)[O-])cn1,3
COC(=O)c1cc(NC(=O)CN(c2ccc(OC)cc2)S(=O)(=O)c2ccc(F)cc2)ccc1Cl,-6
COc1ccc(S(=O)(=O)N2CCN(CC(=O)Nc3ccc(C)c(F)c3)CC2)cc1,6
COc1ccc(OC)c(NC(=O)CC(NCCC2=CCCCC2)C(=O)O)c1 (centres undefined),54
CC(=O)Oc1c(/C=C(\C#N)C(N)=O)[nH]c2ccccc12,-17

Retrieved by compound from the entries so far:
mol,GASC-1 inh
CN1CCS/C1=C\C=C1/SC(=S)N(CC(=O)O)C1=O,-3
COc1ccc(OC)c(NC(=O)CC(NCCC2=CCCCC2)C(=O)O)c1 (centres undefined),54
COc1cc(S(=O)(=O)N2CCC(N3CCCCC3)CC2)ccc1-n1cnnn1,-1
COCC(=O)N1CCC(Oc2ccc(C(=O)N3CCN(C)C[C@@H]3C(C)C)cc2)CC1,-3
CC1CC(C)(C)Nc2ccc(N=O)cc21 (centres undefined),19
CC(=O)Oc1c(/C=C(\C#N)C(N)=O)[nH]c2ccccc12,-17

(continued)
mol,GASC-1 inh
O=C1Nc2ccc(S(=O)(=O)NCc3ccccn3)c3cccc1c23,-16
O=C1C=C(NCC2CCCO2)CC(c2ccccc2)C1 (centres undefined),-11
CCc1cc2c(=O)oc(-c3ccc(Br)cc3)nc2s1,16
CC(C)(C)OC(=O)COc1ccc(/C=N/NC(=O)CN2CCCCC2)cc1,3
CC(=O)NC(Cc1ccc(F)c(F)c1)C(=O)NC1CCN(S(=O)(=O)c2ccc(C)cc2)CC1 (centres undefined),-15
CC(C)(C)c1c(Cl)c(O)c(-c2ccccc2)c(=O)n1-c1ccccc1,0
C[C@@H](C(=O)N1CCN(C(=O)OC(C)(C)C)CC1)n1cc(-c2cn([C@@H](C)C(=O)N3CCN(C(=O)OC(C)(C)C)CC3)nn2)nn1,-12
CC(C)Cn1c(=O)c2c(c3ccccc31)OC(C)C(=O)N2 (centres undefined),24
Cc1cc(C)cc(N(CC(=O)NCc2ccco2)C(=O)CCC(=O)Nc2ccccn2)c1,2
O=c1[nH]c(-c2ccccc2Cl)nc2c1sc(=S)n2-c1ccccc1,-16
COc1ccc(C(=O)/C(C#N)=N/Nc2cccc([N+](=O)[O-])c2)cc1,26
O=C(O)Cc1ccc(NC(=O)CCN2C(=O)c3ccc([N+](=O)[O-])cc3C2=O)cc1,-23
Cc1cc(NC(=O)c2c(Br)cnn2C)no1,2
CC1=C(C(=O)Nc2cccnc2)C(c2ccc(C(C)C)cc2)n2ncnc2N1 (centres undefined),16
CCOC(=O)Nc1csnn1,-11
Cc1ccc(-c2cc(C(=O)N/N=C/c3c(C)nn(-c4ccccc4)c3C)n[nH]2)s1,0
CC(=O)NC(Cc1ccccc1)C(=O)NC1CCN(C(=O)NCc2ccccc2)CC1 (centres undefined),-6
CCn1cc(/C=C(\NC(=O)c2ccc(C)cc2)C(=O)NCCCN2CCOCC2)c2ccccc21,-8
Cn1ncc(Br)c1C(=O)NC1CCCCCCC1,8
Cc1ccccc1NC(=O)CSc1nc2ccccc2c(=O)n1CC1CCCO1 (centres undefined),-15
O=S(=O)(NC1c2cccc3cccc(c23)C1N1CCN(CCO)CC1)c1ccccc1 (centres undefined),-2
CC(Nc1ccc(Br)cn1)c1cc(Cl)ccc1O (centres undefined),-4
O=C(CNC(=O)c1cccc(F)c1)N/N=C/c1cc(Br)ccc1OC(=O)/C=C/c1ccco1,0
Cc1ccc(C(=O)C2=C(O)C(=O)N(CCN3CCOCC3)C2c2ccccn2)o1 (centres undefined),-29
CCOCCCN(C(=O)c1ccco1)C(C(=O)NC1CCCC1)c1ccc(OC)cc1 (centres undefined),3
COc1ccc([C@@H]2C[C@@H](c3ccccc3)Oc3cc(C)cc(C)c32)cc1,73
O=C(CS(=O)(=O)Cc1ccccc1)N1CCc2ccccc2C1,-17
NN=C1c2cc([N+](=O)[O-])ccc2-c2ccc([N+](=O)[O-])cc21,36
Cc1ccc(-n2ncc3c(=O)n(Cc4cccnc4)cnc32)cc1,-17
COCCn1nnnc1C(c1ccccc1Cl)N1CCN(c2ccccc2OC)CC1 (centres undefined),19
COc1ccccc1NC(=O)NC1(C)CCS(=O)(=O)C1 (centres undefined),-6
CCCCCCN(C(=O)CCCCCN1C(=O)NC(c2ccc(-c3ccccc3)cc2)C(C(=O)OCc2ccccc2)=C1C)C(C(=O)NCCCC)c1ccc(-c2ccccc2)cc1 (centres undefined),-3
C=C(C)CSc1nc2sc3c(c2c(=O)n1-c1ccc(C)cc1)CCN(C)C3,7
Cc1cc2oc(=O)cc(CN3CCN(Cc4ccccc4)CC3)c2cc1C,10
O=C1C(C=NCc2cccnc2)=C(O)c2ccccc21,-7
CC1CCN(CCCNC(=O)c2ccc(CS(=O)(=O)Cc3ccccc3F)o2)CC1,-4
COC(C[C@H](O)C[C@@H](O)[C@@H](C)OCc1ccccc1)OC,17
CCOC(=O)C1CCN(CC(=O)Nc2c(C(=O)OC)[nH]c3ccccc23)CC1,17
COc1ccc2cc(CN(CCO)C(=O)c3ccc(Br)cc3)c(=O)[nH]c2c1,-2
CC(=O)c1cc(N2CCOCC2)ccc1[N+](=O)[O-],22
O=C(Nc1ccc(F)cc1)c1nn(-c2ccccc2)c(=O)cc1Cl,13
N#C/C(=C\C1=C(N2CCOCC2)C(=C\c2ccccc2)/CC1)C(=O)Nc1ccccc1F,-21
NC(=O)c1ccc(NC(=O)COC(=O)c2c3c(nc4ccccc24)/C(=C\c2ccc4c(c2)OCO4)CCC3)cc1,9
CCOC(=O)c1c2ccc(OCC(=O)N/N=C/c3ccc(Cl)cc3)cc2n2ccccc12,40
CN(Cc1ccccc1)C(=O)[C@H]1CCC(=O)N1Cc1ccco1,60
COc1ccc(C2=Nn3c(nnc3-c3cccnc3)SC2)cc1,i
CCOCc1cc(CN2CCC(n3nccc3NC(=O)C3CC3)CC2)ccc1OC,3
C/C(CC(=O)Nc1ccc(Br)cc1)=N\NC(=O)Cc1csc(N)n1,-2
Cc1ccc(S(=O)(=O)CC(CN2CCCCC2)N2CCCCC2)cc1 (centres undefined),-3
CC(=O)Nc1ccc(NC(=O)Cn2cc3c(n2)CCC(C)C3)cc1 (centres undefined),11
c1ccc(CNc2nc(-c3cccs3)nc3ccccc23)cc1,2
COc1cccc2c(SCC(=O)N/N=C/c3ccc(O)cc3O)cc(C)nc12,-36
C=CCn1c(=S)[nH]c2sc3c(c2c1=O)CCC3,63
COc1cccc2c1N1C(=O)c3c(C(=O)O)cccc3C1CC2(C)C (centres undefined),-14
Cc1ccc(C(=O)N2CCN(C)CC2)cc1S(=O)(=O)N1CCCCC1,-1
COc1ccc(C(=O)N(CCCO)Cc2cc3c(C)ccc(C)c3[nH]c2=O)cc1OC,2
COC(=O)c1cccc(NC(=O)NC2CCCN2S(=O)(=O)c2ccc(Cl)cc2)c1 (centres undefined),1
COc1cc(/C=C2\SC(=O)N(Cc3ccc(F)cc3)C2=O)cc([N+](=O)[O-])c1O,3
Cc1cc(C)c(S(=O)(=O)N2CCC3(CC2)OCCN3S(=O)(=O)c2cccs2)c(C)c1,4
Cc1nc2ccccn2c1-c1csc(Nc2cccc(O)c2)n1,34

Remaining list, next part.
mol,GASC-1 inh
O=C(O)c1cccc(CSc2nnc(-c3cccnc3)o2)c1,-2
Cc1cn2c(N)c(C=C3C=C(Cl)C(=O)C(Cl)=C3)c(=O)nc2s1,-15
CC(=O)Nc1ccc(S(=O)(=O)N2CCC(NC(=O)C(Cc3ccccc3F)NC(C)=O)CC2)cc1 (centres undefined),-30
Cc1cccn2c(=O)nc(SCC(=O)N3N=C(c4cccs4)CC3c3ccc(F)cc3)nc12 (centres undefined),9
CCOC(=O)Cc1csc(NC(=O)CSc2ncnc3c2cnn3-c2ccccc2Cl)n1,22
Cc1cc2nc3ccc(=[N+](C)C)cc-3sc2cc1N,0
Cc1ccc(S(=O)(=O)C(C#N)c2nc3ccccc3nc2N2CCC(C)CC2)cc1 (centres undefined),-1
CCCCC(c1nnnn1CC1CCCO1)N1CCN(c2cc(Cl)ccc2C)CC1 (centres undefined),7
Cc1c(Cl)cccc1Nc1nc(N)nc(CSCCO)n1,-18
COc1cc2c(C(=O)O)c(C)n(CC(C)C)c2c2ccccc12,-3
N#CCc1nc2c3c4c(sc3ncn2n1)CCCC4,14
COc1cc(OC)cc(C(=O)N[C@H](C(=O)Nc2nc3ccccc3[nH]2)C(C)C)c1,27
CCC(=O)Nc1ccc(NC(=O)CSc2nnnn2Cc2ccccc2)cc1C,-6
CCC(=O)N1CC2(CC(c3cccc(NC(=O)COc4ccc(Cl)cc4)c3)=NO2)C[C@@H]1C(N)=O (some centres undefined),-9
COc1cc(-c2ccc(NC(=O)CN3CCC(C)CC3)c(OC)c2)ccc1NC(=O)CN1CCC(C)CC1,3
Cc1ccc(CCNCc2c(C(=O)O)c(C)n(-c3ccccc3)c2C)cc1,-1
COc1ccc(-n2ncc(Cl)c(Cl)c2=O)cc1,-2
Cc1oc2c(c1C(=O)c1ccc(Cl)cc1)C(=O)C(=O)c1ccccc1-2,-6
CCOc1ccc(CC(=O)Nc2ccc(NC(=O)c3ccco3)cc2)cc1OCC,8
CC(=O)C1=C(O)C(=O)N(Cc2cccnc2)C1c1ccc(C)cc1 (centres undefined),-4
CCn1c2ccccc2c2nc3cc(S(=O)(=O)N4CCOCC4)ccc3nc21,-8
Cc1cc(NC(=O)c2ccccc2)c(Cl)cc1N,-2
Oc1ccc(N=Nc2cccc(Cl)c2)cc1C=Nc1ccc(N2CCOCC2)cc1,7
COc1cccc(NC(=S)NCc2ccc3c(c2)cc(C)n3C)c1,9
COC(C[C@H]1O[C@@H]1[C@@H](O)[C@H](C)OCc1ccccc1)OC,?
